# Compound activity as filed in PubChem BioAssay.
# FAS-TE inh: inhibitors of human fatty acid synthase thioesterase domain; P49327; recombinant FAS-TE, OMFH fluorogenic substrate, fluorescence endpoint; inhibition, % at 15 µM; 360,000 tested, 0.67% active; AID 602261;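 active = compounds whose normalised, plate-corrected inhibition of enzyme fluorescence in the single-dose primary screen is 50% or more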;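 note: 0% = DMSO with enzyme and 100% = substrate without enzyme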
# E coli Lon inh: E. coli protease La inhibition | P0A9M0 | purified E. coli Lon protease, fluorescence polarization | inhibition, % at 7.94 µM | 360,000 tested, 0.42% active | AID 602123; in the data active = inhibition above about 13%, passing the limit was not always enough;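 note: 0% = enzyme with probe and DMSO and 100% = no enzyme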
# bovine MsrA act: activators of bovine methionine sulfoxide reductase A | purified bovine MsrA, absorbance read-out | activation, % at 10.6 µM | 360,000 tested, 0.3% active; in the data active = activation above about 7.5%;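 note: 0% = vehicle and 100% = reference activator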
# Tb MetRS inh: Trypanosoma brucei MetRS inhibition | purified T. brucei MetRS, ATP depletion, Kinase-Glo luminescence | inhibition, % at 11.9 µM | 360,000 tested, 0.4% active;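 active = inhibition above a per-plate cutoff of the control wells' mean inhibition plus 3 SD, cut at about 5.5% in these data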;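 note: 0% = DMSO wells median and 100% = median of wells with control inhibitor compound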
#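 System: purified T. brucei MetRS enzyme / Detection: Kinase-Glo luciferase luminescence reporting remaining unconsumed ATP / Medium: HEPES buffer with MgCl2, KCl, DTT, spermine, BSA, pyrophosphatase / Replication: singlicate, one well per compound / Evaluation: percent inhibition relative to median high and low control wells / Schedule: 2 h aminoacylation at 25 °C after 15 min preincubation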
# Rin1-Abl PPI inh: inhibitors of human Rin1-Abl protein interaction; P00519+Q13671; 360,000 tested, 0.4% active; TR-FRET Rin1/Abl binding, biochemical; inhibition, % at 7.35 µM; in the data active = inhibition above about 5%, passing the limit was not always enough
# MLLE-PAM2 inh: blocks PAM2 peptide binding to the PABP1 MLLE domain | P11940 | GST-MLLE / FITC-PAM2 fluorescence polarization | inhibition, % at 20 µM | 360,000 tested, 0.36% active; in the data active = inhibition above about 35%, passing the limit was not always enough;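 note: plate controls were DMSO wells with GST-MLLE for no effect and wells lacking GST-MLLE protein for full effect; some results filed as inactive read as strong as hits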
# Target sequence (P11940 whole entry, looked up, the tested form may be a part): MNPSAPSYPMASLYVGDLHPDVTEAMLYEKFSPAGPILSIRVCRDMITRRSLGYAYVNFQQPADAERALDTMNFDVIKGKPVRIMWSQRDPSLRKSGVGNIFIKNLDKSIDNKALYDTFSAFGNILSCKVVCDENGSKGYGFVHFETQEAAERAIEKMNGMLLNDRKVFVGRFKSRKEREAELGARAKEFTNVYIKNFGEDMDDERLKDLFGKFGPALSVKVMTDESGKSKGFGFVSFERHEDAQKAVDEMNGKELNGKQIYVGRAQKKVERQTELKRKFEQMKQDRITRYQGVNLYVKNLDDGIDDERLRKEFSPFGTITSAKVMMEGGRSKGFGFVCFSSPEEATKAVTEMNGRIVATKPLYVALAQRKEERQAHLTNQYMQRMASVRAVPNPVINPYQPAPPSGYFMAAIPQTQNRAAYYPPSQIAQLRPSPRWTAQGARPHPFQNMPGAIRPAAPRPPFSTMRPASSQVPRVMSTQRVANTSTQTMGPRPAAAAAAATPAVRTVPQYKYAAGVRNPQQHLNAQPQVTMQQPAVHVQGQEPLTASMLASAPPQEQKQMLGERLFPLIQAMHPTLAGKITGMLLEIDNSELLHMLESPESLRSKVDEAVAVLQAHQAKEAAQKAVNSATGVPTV
# CSN inh: blocks human CSN-mediated cullin deneddylation. AID 651999. 360,000 tested, 0.38% active. Purified CSN, SCF-Nedd8-OG deneddylation, fluorescence polarization. inhibition, % at 12.5 µM;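 active = pattern-corrected inhibition above about 35%, with an unprinted fluorescence ratio check between 0.5 and 1.5, limit read from the data, passing the limit was not always enough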;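 note: 0% = enzyme with substrate and 100% = substrate without enzyme; some results filed as inactive read as strong as hits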
# Target sequence (Q92905 whole entry, looked up, one chain of several): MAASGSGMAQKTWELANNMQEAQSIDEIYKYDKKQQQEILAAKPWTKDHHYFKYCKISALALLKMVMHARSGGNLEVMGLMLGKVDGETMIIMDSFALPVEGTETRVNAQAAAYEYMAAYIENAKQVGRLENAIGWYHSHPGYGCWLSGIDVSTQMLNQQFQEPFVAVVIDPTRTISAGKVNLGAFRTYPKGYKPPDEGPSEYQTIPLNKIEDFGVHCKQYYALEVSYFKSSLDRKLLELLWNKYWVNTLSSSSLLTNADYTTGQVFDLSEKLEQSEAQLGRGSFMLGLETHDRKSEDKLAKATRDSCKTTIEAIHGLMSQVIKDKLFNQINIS
#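 Assay system: Purified human Csn5 enzyme expressed in HEK293T cells | Amount: Enzyme 0.24 nM | Measured by: Fluorescence polarization readout | Medium: Tris/NaCl/DTT buffer, pH 7.5 | Compound dosing: One concentration, 12.5 µM, 0.25% DMSO | Times: 90 min incubation of compound, enzyme and substrate at room temperature | Control set: no-enzyme wells high, enzyme-with-substrate wells low | Read-out: % inhibition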
# Neddyl block: cullin neddylation inhibition | P61081+Q13564 | TR-FRET cullin neddylation, biochemical | calls only at 25 µM | 360,000 tested, 0.58% active | AID 651699; in the data active = inhibition above about 36%
# MsrA inh: inhibits bovine methionine sulfoxide reductase A | 360,000 tested, 0.75% active | AID 651718 | purified bovine MsrA, absorbance read-out | inhibition, % at 15.5 µM; in the data active = inhibition above about 4.5%;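 note: 0% = vehicle wells with enzyme and 100% = reference inhibitor wells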
# Numbers without * were called inactive; i = inactive; x = no result given; + = active, no number; & = joins results of further samples.
SMILES,FAS-TE inh,E coli Lon inh,bovine MsrA act,Tb MetRS inh,Rin1-Abl PPI inh,MLLE-PAM2 inh,CSN inh,Neddyl block,MsrA inh
O=C(Cc1ccc(S(=O)(=O)N2CCOCC2)s1)N(Cc1ccccc1)c1ccccc1,16,9,-4,-0.4,-3,-2,2,i,-0.8
Cc1ccc(NC(=O)CC2Oc3ccccc3NC2=O)c(C)c1 (stereo not drawn),-4,-2,-10,-0.9,1,4,-6,i,1.0
CC(C)(C)OC(=O)C[C@H]1C/C=C\C[C@@H](CC(=O)N[C@H](CO)Cc2ccccc2)C(=O)NC[C@H](c2ccccc2)OC1=O,-3,3,0,-0.3,1,-1,4,i,-0.4
Nc1cc(C(=O)OCC(=O)c2ccc(CC(=O)N3CCOCC3)s2)ccc1Cl,-8,-8,-3,0.2,1,-14,6,i,0.2
CCOC(=O)C1(CC2CCCCO2)CCN(C(=O)Nc2ccccc2CC)CC1 (stereo not drawn),-7,-12,-3,-0.6,2,4,0,i,-0.7
Cc1cc(C)c(S(=O)(=O)Nc2ccc3c(c2)CCC3)c(C)c1,18,6,-2,-0.1,-2,4,0,i,-1.3
O=C(CSCc1cccc(Br)c1)N=Nc1c(O)[nH]c2ccccc12,6,0,-4,-0.6,0,0,2,i,1.3
COc1ccc(-n2nc(C(=O)NCc3ccco3)c3ccccc3c2=O)cc1,-7,-2,-2,-0.5,4,-4,1,x,0.2
COc1ccc(NC(=O)CNC(=O)c2nn(-c3ccc(OC)c(OC)c3)c(=O)c3ccccc23)c(OC)c1,5,6,-4,-1.2,4,15,1,i,1.4
CN1CCC2(CC1)C1CN(C)CC=C1C(C#N)=C(N)C2(C#N)C#N (stereo not drawn),-26&-8,0&-9,-1&-3,-0.7&-0.1,-5&-4,93&42,-14&-10,i,2.3&1.4
O=C(Nc1cccc(Cl)c1)c1ccc(-n2cncn2)c([N+](=O)[O-])c1,1,-2,2,42*,-2,5,-4,i,0.9
COCCNC(=O)C1CCCN(C(=O)c2ccc3c(c2)C(C)(C)CCC3(C)C)CC1 (stereo not drawn),-5,-8,-5,-0.2,-2,2,0,i,0.0
O=C(NCCCN1CCC(Cc2ccccc2)CC1)c1ccc2nc(N3CCOCC3)sc2c1,-2,-8,0,-0.6,1,4,0,i,-0.4
CCCCN(CCCC)c1ncnc2nc[nH]c12,-6,4,-3,-0.2,4,-2,-6,i,1.4
COc1ccc(CNC(=O)CNC(=O)c2c(C)nn(C)c2Cl)cc1,-4,0,-3,0.0,0,-2,-3,i,0.1
Cc1cccc(C(=O)NCC(=O)OCC(=O)c2cc(C)n(CC3CCCO3)c2C)c1 (stereo not drawn),-4,8,-4,-0.5,-2,5,-2,i,-1.1
CC(=O)C1=C(c2ccccc2)NC(=O)NC1c1ccc2c(c1)OCO2 (stereo not drawn),-3,2,-12,-1.7,0,0,0,i,-0.3
CCc1ccc(C(=O)CN2C(=O)NC(C)(c3ccc(C)cc3)C2=O)cc1 (stereo not drawn),6,-2,-2,-0.3,-1,-27,-5,i,-0.5
COc1cccc(C(C)NC(=O)Nc2cc(Cl)ccc2OC)c1 (stereo not drawn),10,-8,-1,-0.1,1,-1,0,i,0.2
COc1ccc(Nc2nnc(Cc3ccncc3)c3ccccc23)c(OC)c1,-2,-18,-1,-0.8,-2,10,0,i,1.1
Cc1ccc2cc3cc(C(=O)NCCCN4CCc5ccccc5C4)oc3nc2c1,-6,-5,-1,-0.3,-7,5,4,+,2.7
COC(=O)c1ccccc1NC(=O)c1cc(OC)cc(OC)c1,14,-1,-5,-1.3,1,-1,0,i,-1.1
Cc1cccc(CCNC(=O)C2CCC(=O)N(Cc3ccccc3F)C2)n1 (stereo not drawn),-5,0,-4,-0.5,2,12,-3,i,-0.6
Cc1ccc(NC2=C(C(=O)c3ccccc3)N(C)S(=O)(=O)c3ccccc32)cc1,34,4,-1,-0.1,-2,6,2,i,0.9
CC(=O)c1cc2c(cc1NC(=O)c1ccc(C)cc1)OCCO2,7,13,-1,0.0,-3,2,-2,x,-0.9

# Reprinted from the part before: four compounds; new compounds follow.
SMILES,FAS-TE inh,E coli Lon inh,bovine MsrA act,Tb MetRS inh,Rin1-Abl PPI inh,MLLE-PAM2 inh,CSN inh,Neddyl block,MsrA inh
COC(=O)c1ccccc1NC(=O)c1cc(OC)cc(OC)c1,14,-1,-5,-1.3,1,-1,0,i,-1.1
Cc1cccc(CCNC(=O)C2CCC(=O)N(Cc3ccccc3F)C2)n1 (stereo not drawn),-5,0,-4,-0.5,2,12,-3,i,-0.6
Cc1ccc(NC2=C(C(=O)c3ccccc3)N(C)S(=O)(=O)c3ccccc32)cc1,34,4,-1,-0.1,-2,6,2,i,0.9
CC(=O)c1cc2c(cc1NC(=O)c1ccc(C)cc1)OCCO2,7,13,-1,0.0,-3,2,-2,x,-0.9
COc1cccc(O)c1CN1CCC(n2nccc2NC(=O)c2ccc3c(c2)OCO3)CC1,-4,2,-4,-0.3,0,5,-1,i,-0.1
O=C1NC[C@H](CCCCN2C[C@H](Cc3ccccc3)N(CCC3CCCCC3)C(=O)C2=O)N(CCC2CCCCC2)C1=O,43,-3,1,0.0,x,x,-1,i,0.1
O=C(O)CCc1ccc(-c2cccs2)n1NC(=O)c1ccc(Cl)cc1,-1,-3,-3,-0.2,1,-3,13,i,0.3
C=CCc1cc(/C=N/NC(=O)CSc2nnc(CCCc3ccc(OC)cc3)o2)cc(OC)c1O,3,3,-3,-1.0,3,-10,-3,i,1.9
Cc1cccc(OCc2nnc(SCC(=O)N3CCCC3)n2C)c1,-8,-6,-9,-1.3,-1,-32,-3,i,-0.7
OC1C2COC(O2)C2OC(c3ccccc3)OC12 (stereo not drawn),4,-8,-2,0.0,-4,3,0,i,-0.1
CCC(C)(C(=O)Nc1c(C)cccc1C)N(C)C(=O)c1ccc2ccccc2n1 (stereo not drawn),-3,2,-2,-0.3,-1,-8,-3,i,-0.2
c1ccc2c(c1)oc1c(NCc3ccc4c(c3)OCO4)ncnc12,12,-14,-1,0.1,1,10,-2,i,x
CSCc1nnc(NC(=O)c2ccc(S(=O)(=O)N(C)C)cc2)o1,-10,-11,-11,-0.3,1,23,-2,i,-1.4
O=C(O)c1cc2c(cc1Br)OCCCO2,-12,1,-16,-1.1,3,-6,-14,i,0.4
COCCNc1nc(Nc2ccccc2Cl)c2sc(-c3ccccc3)cc2n1,-1,6,-2,-0.3,-8,0,-6,i,1.8
O=C1C=C(OCc2ccccc2)CN1,-4,8,-1,-0.5,4,7,0,i,-0.1
CC(C)c1nn2c(=O)cc(CSc3ccccc3NC(=O)c3ccccc3F)nc2s1,0,2,-10,-1.1,2,7,4,i,1.2
CCc1nc2c(OCc3ccccc3C)cccn2c1N(C)C(=O)c1ccc(C)cc1,10,1,1,0.8,-3,-7,0,i,0.9
Cc1cc(SCC(=O)c2cccs2)nc2c(C)cccc12,24,-12,-9,-0.8,0,17,-3,i,1.1
CC1CCCCC12NC(=O)N(CC(=O)Nc1ccccc1-c1ccccc1)C2=O (stereo not drawn),2,-9,-3,0.5,5,-2,-6,i,0.2
CN(Cc1cccc(Cl)c1Cl)CC(O)COc1ccccc1 (stereo not drawn),19,1,-3,-1.3,3,3,-3,i,-1.8
Cc1ccc(-c2nnc(Nc3ccc(C(=O)N(C)C)cc3)c3ccccc23)cc1S(N)(=O)=O,-4,-11,-7,-0.9,0,3,2,i,2.2
Cc1ccc(S(=O)(=O)Nc2nc(CN3CCOCC3)nc3sc(C)c(C)c23)cc1,-8,-21,1,-0.1,0,-23,1,i,0.2
COc1ccccc1NC(=O)COC(=O)c1ccc2c(c1)nc(C)n2-c1ccccc1,-3,2,-3,0.3,-3,-17,-4,i,0.2
CCC1C(=O)n2nc(-c3ccccc3)cc2N=C1C (stereo not drawn),-6,0,-3,-0.1,2,9,1,+,0.0
COc1cc(/C=C(\C#N)C(=O)Nc2ccccc2C(=O)O)cc(Cl)c1OC,24,7,-5,-0.1,3,5,-8,i,1.0
CCSC1=C(C#N)C(c2ccc(F)cc2)CC(=O)N1 (stereo not drawn),-4,4,1,0.3,-3,-11,1,i,0.9
C=CCn1c(CCC(O)COCCC)n[nH]c1=S (stereo not drawn),-2,-6,-3,-0.5,-4,30,2,i,0.3
Cc1cc(OCC(=O)OC(C)C(=O)NC2CC2)c(C(C)C)cc1Cl (stereo not drawn),5,-3,0,-0.2,-2,-24,-1,i,-1.1

# 2 of these compounds, set out differently:
structure | FAS-TE inh | E coli Lon inh | bovine MsrA act | Tb MetRS inh | Rin1-Abl PPI inh | MLLE-PAM2 inh | CSN inh | Neddyl block | MsrA inh
O=C1C=C(OCc2ccccc2)CN1 | -4 | 8 | -1 | -0.5 | 4 | 7 | 0 | i | -0.1
C=CCc1cc(/C=N/NC(=O)CSc2nnc(CCCc3ccc(OC)cc3)o2)cc(OC)c1O | 3 | 3 | -3 | -1.0 | 3 | -10 | -3 | i | 1.9

# (next part)
SMILES,FAS-TE inh,E coli Lon inh,bovine MsrA act,Tb MetRS inh,Rin1-Abl PPI inh,MLLE-PAM2 inh,CSN inh,Neddyl block,MsrA inh
O=C1CCCC/C1=C\Nc1ccc(Cl)cn1,-6,-8,-4,-0.3,-4,-4,1,i,1.0
COc1ccc(CNC(=O)c2c[nH]c3ccccc3c2=O)cc1,-4,8,-2,2.1,-4,5,0,i,0.8
Cc1cc(C)c(C(O)c2ncc(-c3cccc4ccccc34)[nH]2)c(C)c1 (stereo not drawn),13,-2,-9,-0.7,4,-2,-4,i,-1.5
CC1CCCCN1C(=O)CN1C(=O)c2ccccc2S1(=O)=O (stereo not drawn),-5,-7,-5,-0.7,1,13,-2,i,0.8
COc1ccc(CCNC(=O)c2cc3ccccn3n2)c(OC)c1OC,-4,-1,-1,0.2,-1,-5,-8,i,0.7
O=C(Oc1csc(=S)n1C(=O)c1ccccc1)c1ccccc1,-5,1,-13,-1.9,2,-1,-3,i,x
CC(C)CC1c2[nH]c3ccccc3c2CCN1C(=O)CCC(=O)N(C)C (stereo not drawn),-1,5,-6,-0.1,1,6,3,i,1.8
CC1(C(=O)N/N=C/c2ccc([N+](=O)[O-])o2)CC1(Br)Br (stereo not drawn),-1,-7,-2,-0.2,-1,-12,5,i,4.5
COc1ccc(C(C(=O)NC(C)(C)C)N(C(=O)CCC(=O)Nc2cc(C)on2)c2ccc(C)c(C)c2)cc1 (stereo not drawn),9,2,0,-0.1,1,10,0,i,0.3
O=C(NCCCn1ccnc1)/C(=C\c1ccc(Br)cc1)NC(=O)c1ccccc1,-4,-8,0,1.9,2,4,-3,i,0.3
Cc1cc(C)c2nc3nc(C)cc(C)c3c(N)c2c1,-11,-17,-1,0.7,-13,-22,-5,x,-0.6
Cc1ccc(OCCCC(=O)NC(C)c2ccccc2)cc1 (stereo not drawn),2,3,-2,-1.0,-2,0,-5,i,0.4
COc1ccc(CN(CC2CCC(C(=O)O)CC2)C(=S)Nc2ccc(C)c(Cl)c2)cc1 (stereo not drawn),13,-7,-6,-0.7,3,-59,6,i,0.5
CCC(C(=O)NC1CCCCC1)n1nc(C)c2c(C)n(-c3ccccc3)nc2c1=O (stereo not drawn),-3,8,-4,-0.2,0,-6,2,i,-0.3
O=C(CSc1nc(C(F)(F)F)cc(=O)[nH]1)NCC1CCCO1 (stereo not drawn),-6,-9,-3,-0.2,0,11,-3,i,0.1
COc1ccc(NC(=S)NN2CCN(C)CC2)cc1,-3,-4,1,-0.2,1,-10,0,i,-1.3
O=C(Nc1ccc2oc(-c3ccccc3)nc2c1)c1ccco1,3,-11,-3,-0.5,5,-2,3,i,0.6
CN(C)/C=N/c1c(C#N)nnn1Cc1ccccc1,10,-17,1,-0.2,1,17,0,i,2.8
